Screens deposited in PubChem BioAssay by several laboratories.
NR2F2 inh – NR2F2 transcriptional activity inhibitors, primary screen, cell-based, luciferase reporter, HEK293T, luminescence | COUP transcription factor 2 (Homo sapiens), P24468 | HEK293T NGFI-A luciferase reporter | inhibition, % at 8.6 µM | 370,000 tested, 0.7% active | AID 686940, 2013;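 active means inhibition above a per-plate cutoff, mean inhibition of test wells between control levels plus 3 SD, cut at about 38% in these data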;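 further: cells cotransfected with COUP-TFII expression vector driving the NGFI-A reporter; 0% = median of COUP-TF2 test wells and 100% = reporter-only cells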
Target sequence (P24468 whole entry, looked up): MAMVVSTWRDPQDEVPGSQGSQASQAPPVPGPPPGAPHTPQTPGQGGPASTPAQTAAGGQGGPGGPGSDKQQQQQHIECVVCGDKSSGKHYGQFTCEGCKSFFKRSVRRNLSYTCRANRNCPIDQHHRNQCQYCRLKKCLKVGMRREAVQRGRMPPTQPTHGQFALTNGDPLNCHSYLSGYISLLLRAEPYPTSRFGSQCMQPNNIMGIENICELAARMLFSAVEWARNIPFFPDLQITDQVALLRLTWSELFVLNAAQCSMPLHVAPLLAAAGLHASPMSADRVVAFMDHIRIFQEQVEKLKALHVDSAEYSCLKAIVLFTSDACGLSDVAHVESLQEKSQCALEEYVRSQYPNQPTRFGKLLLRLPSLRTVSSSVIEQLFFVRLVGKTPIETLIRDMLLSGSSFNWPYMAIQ
NCOA2 inhibitor – inhibition of GAL4-SRC2 driven luciferase reporter, primary screen, SRC2 inhibitor project, cell-based, luminescence; HEK293 GAL4-SRC2 luciferase reporter; inhibition, % at 9 µM; Nuclear receptor coactivator 2 (Homo sapiens), Q15596; 370,000 tested, 0.17% active;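 active means inhibition above the mean inhibition of all tested compounds plus 3 SD, set per campaign, cut at about 52% in these data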;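 further: 0% = DMSO treated cells and 100% = cells given Gossypol at 36 µM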
TROY signal inh – inhibitors of TROY-driven NF-kB signaling, primary screen, Q293 LMP1-TROYcd cells, NF-kB luciferase, uHTS. Q293 LMP1-TROYcd NF-kB luciferase reporter, 4 h. 360,000 tested, 0.98% active. AID 1347056, 2019. inhibition, % at 10 µM;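 active means compounds whose plate-normalised and pattern-corrected inhibition of the luciferase reporter signal at the single screening dose is 50% or more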
C8 TRAIL sens – viability loss with TRAIL in NB7+C8 cells, primary screen, TRAIL sensitizer project, cell-based, ATPlite luminescence; AID 624354, 2012; 360,000 tested, 1% active; inhibition (viability loss, TRAIL sensitization), % at 10 µM;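 active means compounds causing at least 50% loss of cell viability in the single-dose screen, relative to plate controls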
NCOA1 inh – SRC1 coactivator transcriptional activity inhibitors, primary screen, cell-based, luminescence; 360,000 tested, 0.12% active; Nuclear receptor coactivator 1 (Homo sapiens), Q15788; AID 588354, 2011; HEK293 GAL4-SRC1 luciferase reporter; inhibition, % at 3.6 µM;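 active means inhibition above the campaign mean plus 3 SD, with each screening campaign given its own cutoff, cut at about 60% in these data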;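 further: 0% = DMSO treated cells and 100% = gossypol at 36 µM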
TWEAK-Fn14 inh – inhibitors of TWEAK-Fn14 signaling, primary screen, luciferase reporter cells, uHTS; AID 1159606, 2016; 360,000 tested, 2% active; inhibition, % at 10 µM; TWEAK-stimulated Fn14 reporter cells, luciferase luminescence, 8 h; in the data active means inhibition above about 50%
CF NFkB inh – inhibitors of PAF-induced NF-kB signaling, primary screen, cell-based, GFP fluorescence, uHTS. KKLEB NF-kB-GFP reporter, GFP fluorescence overnight. inhibition, % at 5 µM. 360,000 tested, 0.86% active;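 active means at least 50% inhibition at 5 µM, scaled per plate between neutral and stimulator controls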;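 further: PAF is a Pseudomonas aeruginosa culture filtrate used as stimulus; plate controls were PAF-stimulated DMSO wells for no effect and unstimulated DMSO wells for full effect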
KKLEB cytotox – cytotoxicity in KKLEB CF airway cells, primary screen, cytotoxicity control for CF NF-kB inhibitor project, cell-based, uHTS, fluorescence assay plates | activity change (cytotoxicity), % at 5 µM | AID 602141, 2011 | 360,000 tested, 0.36% active | KKLEB CF airway cells viability, ATPlite luminescence, overnight; hits give low values; cells stimulated with P. aeruginosa culture filtrate;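 active means corrected activity change at or below -50% at 5 µM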
EBV LMP1 NFkB – EBV LMP1-driven NF-kappaB luciferase reporter inhibitors, primary screen, cell-based, luminescence, single point; 350,000 tested, 0.69% active; AID 504558, 2011; LMP1-induced NF-kappaB luciferase reporter cells; inhibition, % at 12.5 µM; in the data active means inhibition above about 41%;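 further: 0% = neutral control wells and 100% = reference inhibitor control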
NCOA3 inh – SRC3 coactivator transcriptional activity inhibitors, primary screen, cell-based, luminescence; Nuclear receptor coactivator 3 (Homo sapiens), Q9Y6Q9; HEK293 GAL4-SRC3 luciferase reporter; inhibition, % at 3.6 µM; 360,000 tested, 0.17% active;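 active means inhibition above a per-campaign cutoff, the mean of all compounds plus 3 SD, cut at about 60% in these data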;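 further: 0% = DMSO-treated cells and 100% = gossypol-treated cells at 36 µM; higher means less SRC3-driven luciferase light from the GAL4 reporter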
NR5A2 inv ag – LRH-1 (NR5A2) inverse agonists, primary screen, cell-based, luminescence, HEK293T, StAR-luciferase reporter; 360,000 tested, 0.13% active; inhibition, % at 3.6 µM; Nuclear receptor subfamily 5 group A member 2 (Homo sapiens), O00482; LRH-1 transfected, 24 h;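 active means inhibition above the mean inhibition of all tested compounds plus 3 SD, cut at about 73% in these data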;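 further: 0% = DMSO wells and 100% = reporter-only cells lacking LRH-1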
Target sequence (O00482 whole entry, looked up): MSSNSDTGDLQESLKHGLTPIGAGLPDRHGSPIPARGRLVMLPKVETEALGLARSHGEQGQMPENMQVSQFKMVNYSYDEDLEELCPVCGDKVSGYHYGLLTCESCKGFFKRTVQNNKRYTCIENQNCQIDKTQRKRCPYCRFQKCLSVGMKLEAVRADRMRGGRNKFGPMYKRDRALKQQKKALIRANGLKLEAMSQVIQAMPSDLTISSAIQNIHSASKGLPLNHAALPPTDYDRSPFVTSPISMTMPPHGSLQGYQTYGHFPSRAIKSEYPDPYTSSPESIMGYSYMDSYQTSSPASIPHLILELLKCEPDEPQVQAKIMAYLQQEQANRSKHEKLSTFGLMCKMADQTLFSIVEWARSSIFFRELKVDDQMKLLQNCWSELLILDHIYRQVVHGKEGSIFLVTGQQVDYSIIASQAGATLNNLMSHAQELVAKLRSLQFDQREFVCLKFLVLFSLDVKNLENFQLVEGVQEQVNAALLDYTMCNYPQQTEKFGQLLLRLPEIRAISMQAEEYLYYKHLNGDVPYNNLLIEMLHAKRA
* marks the source's active call; other numbers are inactive results; / = no result given.

mol	NR2F2 inh	NCOA2 inhibitor	TROY signal inh	C8 TRAIL sens	NCOA1 inh	TWEAK-Fn14 inh	CF NFkB inh	KKLEB cytotox	EBV LMP1 NFkB	NCOA3 inh	NR5A2 inv ag
COCc1nnc(NC(=O)CCN2C(=O)c3ccccc3C2=O)s1	-13	-1	14	-10	7	-9	12	7	8	9	1
CN(CC(=O)Nc1cccc(F)c1)CC(=O)Nc1cccc2ccccc12	6	8	11	-6	-4	-10	-12	-11	-4	9	-9
CCOC(=O)C1CCN(Cc2coc3c(Cl)cc(Cl)cc3c2=O)CC1	5	10	-2	1	0	-11	8	-13	5	4	-22
COc1ccc(Cn2nnnc2C(c2cc3ccc(OC)cc3[nH]c2=O)N2CCCCCC2)cc1 (stereo unspecified)	4	16	4	-17	-7	-4	8	-10	-5	11	-1
CN1C/C(=C/c2ccsc2)C(=O)/C(=C/c2ccsc2)C1	13	-18	-5	18	3	25	-39	8	-5	18	0
C[C@@H]1COC(=O)[C@@H](Cc2ccc(F)cc2)C/C=C\C[C@@H](CC(=O)N[C@H](CO)Cc2ccccc2)C(=O)N1	7	4	0	-10	1	5	14	6	1	-6	1
COc1ccccc1NC(=O)Nc1nc(C(C)(C)C)cs1	-12	-10	-29	9	-10	18	12	-5	-42	-18	-25
CCc1ccnc(NC(=O)Nc2ccc(OCc3ccccc3)cc2)c1	/	/	-25	0	-2	-1	6	-7	-23	3	6
CCS(=O)(=O)Nc1ccc2c(c1)N(C(C)=O)c1ccccc1CC2	-8	-1	13	5	-3	-8	-4	-4	0	4	-4
Cc1cc2c(NC(=O)CC(C)(C)CC(=O)O)cccc2nn1	4	-33	4	4	-10	-3	9	-6	3	15	25
CCN(CC)C1CCN(C(=O)c2cc(COc3ccc(-n4cncn4)cc3)on2)C1 (stereo unspecified)	1	-14	-9	-7	12	4	13	-10	-10	12	4
CCOc1ccccc1NC(=O)NCc1ccccn1	2	2	14	7	15	3	14	8	-4	-11	7
CS(=O)(=O)c1ccc(NC(=O)CCCc2nc3ccccc3c(=O)[nH]2)cc1	1	-6	-39	11	0	-16	8	1	0	16	6
O=C(CSc1nc2[nH]ncc2c(=O)[nH]1)N1CCCCC1	-7	-4	2	1	26	8	-11	-2	-2	20	3
O=C(CSc1ccc(Br)cc1)Nc1ccccc1Oc1ccccc1	17	-23	3	5	0	27	-4	2	-1	-7	-10
Nn1cc(-c2ccccc2)nc1SCC(=O)NCCc1ccccc1	12	-6	-17	-8	-4	-5	-2	8	-2	0	10
Cc1ccc(NC(=O)CSC(N)=O)cc1Cl	-2	8	20	4	-4	4	-11	-13	-5	-24	-3
CCc1nnc(NS(=O)(=O)c2ccc(N3C(=O)c4ccccc4C3=O)cc2)s1	3	-8	10	-3	11	23	2	11	-7	11	3
CCCn1nc(C(=O)NCc2ccccn2)c2ccccc2c1=O	14	1	-9	0	12	-11	-8	4	-3	-26	8
CCN(CC)S(=O)(=O)c1cc(C(=O)n2cccn2)c(Cl)cc1Cl	-28	11	-7	-5	9	4	0	0	3	11	-14
COc1ccc2cc(C(c3nnnn3CCc3ccccc3)N3CCC(O)CC3)c(=O)[nH]c2c1 (stereo unspecified)	-2	11	0	6	-10	8	6	7	4	12	-5
Cn1cc(-c2coc3c(C(=O)NCc4cccc(Cl)c4)cccc23)cn1	20	13	20	4	-7	40	-10	1	/	12	12
O=C(N/N=C\c1ccncc1)c1ccccc1O	-12	5	-32	29	-35	-1	-8	-1	5	-26	-23
O=C(CNC(=O)OCc1ccccc1)Oc1ccc2ccc(=O)oc2c1	-13	15	0	-2	-17	17	-3	0	-1	-1	17
O=C(O)c1ccn(CSc2cc(Cl)ccc2Cl)n1	-11	-2	-8	-16	-9	6	27	-31	-2	7	4
COc1ccc(/C=N/NC(=O)Cn2cnc3ccccc3c2=O)cc1	23	-15	-7	-10	-12	-9	-14	-8	4	4	-2
COc1ccc2c(c1)CCN1C2CCN2C(=O)CCC21 (stereo unspecified)	-17	-9	14	0	-4	34	-6	11	-9	24	21
COCCNc1ncnc2c1cnn2Cc1ccc(Cl)cc1	2	-7	9	-4	-24	11	-10	-11	-6	1	-4
Cc1nc(NC(=O)c2ccc(Cl)cc2)nc2cc3c(cc12)OCO3	-1	23	-18	2	4	-14	-7	2	5	3	1
CCOC(=O)/C=C/COc1ccccc1[N+](=O)[O-]	-18	-38	-71	-14	-54	-53	-1	-9	-18	-48	-27
O=c1[nH]c(C2CCN(S(=O)(=O)c3ccc4c(c3)OCCO4)CC2)nc2c1nnn2Cc1ccccc1F	15	3	-2	-2	-26	-29	11	-9	-14	3	14
CCc1noc(C)c1C(=O)NCCc1c[nH]c2ccccc12	-18	3	-9	-2	-3	5	28	-3	-6	4	-19
N#CC1=C(N)OC2=C(C(=O)CCC2)C12CCC1(CC2)OCCO1	-2	-17	2	2	-4	-5	-3	-5	-1	9	-5
O=C1c2ccccc2C(=O)N1N=Cc1ccc2c(c1)OCO2	8	-58	-77	9	-44	-21	21	-17	-13	-77	-28
CCCC(=O)Nc1c(-c2cccc(C)c2)c(=O)c2ccccc2n1C	-6	-23	3	9	2	18	2	2	6	-10	16
CCCCc1ccc(NC(=S)N2CCN(c3ccccn3)CC2)cc1	-3	17	16	2	4	9	-2	13	-7	-8	4
O=C(Oc1ccc(Cl)cc1)c1ccc(COC(=O)c2cnccn2)cc1	/	/	-38	11	6	-1	-17	3	0	16	6
O=C(c1ccccc1)N1CCN(S(=O)(=O)N2CCCCCC2)CC1	-12	16	8	-5	-2	14	17	-8	9	-3	10
CCOC(=O)C1(CCCc2ccccc2)CCN(C(=O)C2CCCN(C(N)=O)C2)CC1 (stereo unspecified)	1	6	-5	12	9	5	-6	8	-8	8	18
O=C(CC1C(=O)NCCN1Cc1ccc(F)cc1)NCCN1CCCc2ccccc21 (stereo unspecified)	31	-8	-33	1	-11	-15	-1	8	2	9	2
c1ccc(OCc2nn3c(C4CCCCC4)nnc3s2)cc1	-2	8	-35	-2	12	-3	24	-2	9	2	5
Cc1cc(C)cc(Cn2cc(CN3CC(N4CCN(CCN(C)C)CC4)CS3(=O)=O)nn2)c1 (stereo unspecified)	-7	-24	-16	4	/	-3	/	/	/	/	13
NC(N)=Nc1nc2ccccc2o1	-11	-20	-27	19	-24	-8	-12	0	6	-7	-1
COc1ccc(N(Cc2cc3ccccc3[nH]c2=O)S(=O)(=O)c2ccccc2)cc1	-4	-1	12	2	6	27	10	8	0	19	24
Cc1ccc(-n2nc(C)c3c(C)c(CCC(=O)O)c(C)nc32)cc1	10	18	-13	-9	-4	11	8	-7	-4	-8	16
Cc1cccc(CSc2nc3c(cc2C#N)CCC3)c1	-7	0	-71	14	-41	-6	12	-3	-1	-16	-2
Cc1ccc(NCc2cccnc2)cc1	-4	-18	/	-2	11	5	1	0	-3	-1	0
CCSc1nc(-c2ccc(OC)cc2)cc(-c2ccc(OC)cc2)c1C#N	16	-5	-17	12	0	3	15	-13	0	2	21
Fc1ccccc1Nc1nc2ccccc2n2nnnc12	-30	-40	16	-15	-51	-18	-34	-9	-22	-59	-62
COc1ccc(-c2cc(C(=O)OCC(=O)Nc3ccc4c(c3)OCO4)c3ccccc3n2)cc1	-6	-12	-24	56*	-19	-6	-33	12	3	-14	-10
CCOC(=O)c1c(C)nc2c(c1C)/C(=N/O)CC(C)(C)C2	-3	-15	5	7	-7	11	1	-12	1	12	-15
O=C(OCC(=O)N1CCN(c2ccccc2)CC1)c1cc(Cl)ccc1[N+](=O)[O-]	-10	-7	-18	-2	-39	-25	2	-4	-3	-6	38
CCOc1ncccc1C(=O)OCc1c(Cl)cccc1Cl	11	3	-13	-4	6	-18	26	-5	9	4	-19
N#CC(C#N)=C(N)Nc1cccc(Cl)c1	4	4	-9	-2	4	-8	-2	12	10	6	0
CC(C)NC(=O)CN(c1cccc(Br)c1)S(C)(=O)=O	5	0	11	-2	-2	-8	-8	6	-4	7	5
Cc1cc(C)cc(N(CCC(=O)O)S(=O)(=O)c2ccc(Cl)cc2)c1	-11	-30	1	-4	19	15	-11	11	0	12	-10

The list continues:
mol	NR2F2 inh	NCOA2 inhibitor	TROY signal inh	C8 TRAIL sens	NCOA1 inh	TWEAK-Fn14 inh	CF NFkB inh	KKLEB cytotox	EBV LMP1 NFkB	NCOA3 inh	NR5A2 inv ag
COc1ccc(/C=N/NC(=O)CCSc2nc3ccccc3s2)cc1	-2	9	5	-24	-14	5	7	-4	-8	1	1
CCOC(=O)c1oc2ccccc2c1COC(=O)CNC(=O)c1ccco1	-6	1	-4	-1	18	-4	18	-9	3	-6	-9
O=C(Nc1cccn(Cc2ccccc2Cl)c1=O)NC1CCCCC1	-3	9	1	-17	5	2	-4	-22	-6	5	-7
O=C(COC(=O)CCSc1ccccc1)NCc1ccccc1	0	-3	2	40	-9	-4	8	-4	-9	-7	-9
O=CN1CCCN(C(=O)CC2C(=O)NCCN2Cc2cccc(Oc3ccccc3)c2)CC1 (stereo unspecified)	24	5	15	-4	-13	12	6	-4	7	3	3
COc1ccccc1/C=N/NC(=O)c1ccc(-c2ccccc2)cc1	0	6	12	-3	-18	4	33	-26	-4	25	1
Cc1ccc(S(=O)(=O)/N=C(\c2ccc(Cl)cc2)N2CCOCC2)cc1	-10	-9	3	-20	-7	0	5	0	-2	0	-26
Cn1c(CSCc2ccc(Cl)cc2Cl)n[nH]c1=S	6	3	10	-3	2	-14	9	11	4	5	8
CCOc1ccc(N2C(=O)CC(Sc3nnnn3-c3ccccc3)C2=O)cc1 (stereo unspecified)	4	-8	-5	2	-7	-5	49	1	8	5	0
O=C(c1cc(F)c(F)cc1Cl)N1CCCc2ccccc21	12	29	18	4	18	-21	11	7	14	6	11
CC(=O)c1c(C)[nH]c(C(=O)Nc2ccc(S(=O)(=O)N(C)C)cc2)c1C	-21	-11	5	9	1	-1	-32	4	0	11	11
